GCN5L2 inh = qHTS Assay for Inhibitors of GCN5L2; Histone acetyltransferase KAT2A (Homo sapiens), Q92830; GCN5L2 HAT assay, ThioGlo1 CoA-SH fluorescence; Potency, µM (titrated, usually from 58.9 µM), for inactives: top-dose activity change, negative = inhibition, most hits filed as inhibitors; hit rate 0.21% among 390,000; AID 504327, 2011
Target sequence (Q92830 whole entry, looked up): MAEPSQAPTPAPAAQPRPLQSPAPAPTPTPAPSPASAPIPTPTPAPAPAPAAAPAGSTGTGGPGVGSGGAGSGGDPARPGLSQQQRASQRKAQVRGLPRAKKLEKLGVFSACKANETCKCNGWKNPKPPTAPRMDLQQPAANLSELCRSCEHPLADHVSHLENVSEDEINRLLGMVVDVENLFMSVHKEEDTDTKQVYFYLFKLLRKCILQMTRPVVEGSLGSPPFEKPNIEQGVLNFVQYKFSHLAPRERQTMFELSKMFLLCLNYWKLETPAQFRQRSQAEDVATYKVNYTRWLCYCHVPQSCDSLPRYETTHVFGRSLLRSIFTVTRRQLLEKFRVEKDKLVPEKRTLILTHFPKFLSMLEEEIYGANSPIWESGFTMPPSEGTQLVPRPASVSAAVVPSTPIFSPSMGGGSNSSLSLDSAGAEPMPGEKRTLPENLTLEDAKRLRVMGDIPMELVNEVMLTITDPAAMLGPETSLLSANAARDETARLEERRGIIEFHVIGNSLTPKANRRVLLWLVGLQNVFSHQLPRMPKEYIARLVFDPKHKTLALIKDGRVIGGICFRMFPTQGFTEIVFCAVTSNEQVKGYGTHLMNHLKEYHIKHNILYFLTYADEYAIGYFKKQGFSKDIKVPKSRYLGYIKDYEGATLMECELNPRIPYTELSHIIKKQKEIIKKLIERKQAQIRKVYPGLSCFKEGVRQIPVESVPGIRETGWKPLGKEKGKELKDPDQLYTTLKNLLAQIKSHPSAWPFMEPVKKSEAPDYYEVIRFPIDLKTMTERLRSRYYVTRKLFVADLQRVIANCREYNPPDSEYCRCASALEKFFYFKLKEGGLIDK
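ThioGlo1-coupled HAT assay: 20nM GCN5L2, 70uM acetyl-CoA, 75uM H3(1-25) peptide, pH 7.5. Fluorescence read at 340/540nm at start and after 20 min at room temperature.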
FEN1 inhibitor = qHTS Assay for the Inhibitors of Human Flap endonuclease 1 (FEN1). P39748. Recombinant FEN1 flap cleavage, fluorescence, 15 min. Potency, µM (top dose mostly 114 µM), for inactives: at the top dose activity change, negative = inhibition, actives largely listed as inhibitors. hit rate 0.35% among 390,000. AID 588795, 2011; also: nearly all actives have a fitted effect of over 65% in size
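FEN1 at 10 nM, compound pretreatment for 15 min (room temperature), 50 nM final substrate to initiate; endpoint reads at 0 and 15 min; DMSO-only plates used as vehicle background.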
N370S GC = qHTS Assay for Inhibitors and Activators of N370S glucocerebrosidase as a Potential Chaperone Treatment of Gaucher Disease | Lysosomal acid glucosylceramidase (Homo sapiens), P04062 | N370S GC spleen homogenate, 4MU-glucoside fluorescence | Potency, µM (titrated, usually from 59.4 µM), without a hit: top-dose activity change, negative = inhibition, usual class: inhibitors | hit rate 0.092% among 330,000;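 also: 0% = full enzyme activity and -100% = no enzyme basal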
* marks the source's active call; other numbers are inactive results; ? = inconclusive; · = not tested or not shown; & = joins results of further samples; [ ] = remark or other dose. Calls follow the shape of the dose curve; as a rule, active = well fitted curve in the direction sought with a large enough effect; inconclusive = small, poorly fitted or top-dose-only effect, or another doubt; inactive = no such curve, though single readings can be large; an effect the other way counts as inactive or inconclusive. Unless noted, % is scaled to controls: 0 for no effect and ±100 for the full control effect; potency is read from the fitted curve at half-maximal effect. Some of the compounds tested. The share of hits here may be higher or lower than overall.

SMILES | GCN5L2 inh | FEN1 inhibitor | N370S GC
O=C(COc1ccc(Br)cc1)Nc1ccc(CN2CCOCC2)cc1 | -17% | 0% | -11%
Cc1cc(C)n(C(=O)c2c([N+](=O)[O-])c(C)nn2C)n1 | 0% | 1% | -4%
Cn1c(SCC(=O)c2ccccc2)nnc1-c1ccco1 | -2% | -9% | 17%
CC1CN(C(=S)Nc2ccc(SC(F)F)cc2)CC(C)O1 (stereo not drawn) | 0% | -4% | -7%
Cc1ccc(S(=O)(=O)c2cn(Cc3ccccc3)c3cc(N4CCOCC4)c(F)cc3c2=O)cc1 | -3% | -3% | ·
Cc1cc(O)c(Oc2cc(C)cc(O)c2O)c(O)c1 | -8% | 50µM* | -1%
COCCCNC(=S)NCCNc1nc2c(C)c(C)ccc2cc1C#N | -1% | 8% | 5%
COCCCNc1nc(N)c([N+](=O)[O-])c(Nc2cc(OC)ccc2OC)n1 | -9% | -3% | -5%
CCCSCCCNC(=O)CN1C(=O)COc2ccc(S(=O)(=O)N3CCCCCC3)cc21 | -1% | -13% | ·
O=C(OCC1CC(c2ccccc2)=NO1)c1ccc(Br)cc1 (stereo not drawn) | 1% | 2% | 14%
COc1ccc(Cl)cc1NC(=O)CSc1nc(=O)n(CCN(C)C)c2c1CCCC2 | -22% | -3% | -11%
CCc1cccc(NC(=O)c2cccc3c2C(=O)N(CC2CCCO2)C3)c1 (stereo not drawn) | -27% | -27% | 4%
O=C(Nc1ccc(Br)cc1)c1cccnc1N1CCOCC1 | -6% | 1% | -1%
COc1cccc(NC(=O)c2ccccc2N(Cc2ccccc2)S(C)(=O)=O)c1 | -17% | 22% | 0%
O=C(O)COc1ccc(/C=N/NC(=O)c2ccccc2Br)cc1 | -9% | 8% | 5%
O=c1c2ccccc2c(-c2ccccc2)nn1-c1ccc(Cl)c(Cl)c1 | -14% | -11% | -3%
COc1cccc(C(=O)NC(=S)NCc2ccco2)c1 | -3% | -3% | 13%
Cc1ccc(-c2nnc(-c3ccc(NC(=O)c4cccs4)cc3)o2)cc1 | 16% | 1% | 5%
CCc1nc(C)cn1S(=O)(=O)c1cc(C)c(OC)c(C)c1C | -5% | 1% | -1%
COc1ccc(OC)c(/C=N/NC(=O)CCc2n[nH]c(=O)[nH]c2=O)c1 | -2% | 15% | 24%
O=C(O)c1cccc(CN2C(=O)SC(Nc3cccc4ccccc34)C2=O)c1 (stereo not drawn) | 14µM* | -6% | 7%
CC(C)[C@H](NC(=O)N1CCn2c1nc1ccccc12)C(=O)N[C@@H](Cc1ccccc1)C(=O)O | -5% | -7% | 1%
Cc1ccc(Cl)cc1NC(=O)Cn1cc2c(n1)CCCCC2 | 1% | 4% | ·
COc1ccc(C(=O)COC(=O)CN2C(=O)C3C4C=CC(C4)C3C2=O)cc1 (stereo not drawn) | -14% | -1% | 0%
O=C(Nc1cccc(NC(=O)c2cccs2)c1)c1ccc([N+](=O)[O-])o1 | -12% | ? | 2%
COc1ccccc1NS(=O)(=O)c1cc(C(=O)N2CCCC2)ccc1C | -1% | -11% | ·
Cc1ccc(-c2ccc(=O)n(CCC(=O)N3CCN(c4ccccc4)CC3)n2)cc1 | -11% | -12% | 13%
CCc1ccccc1N(C)S(=O)(=O)c1cc(-c2cc(C)no2)ccc1OC | -17% | -14% | -10%
COC(=O)c1sccc1-n1cccc1C(=O)NCc1ccccc1 | -12% | 8% | 3%
CCC(Oc1ccc2c(=O)c(-c3ccccc3OC)coc2c1)C(=O)OCc1ccccc1 (stereo not drawn) | -7% | -6% | 13%
CCc1ccc(Cn2nnc(C(=O)Nc3cccc(C)c3)c2N)cc1 | -4% | 24% | -1%
O=C(Cc1ccc(Br)cc1)Nc1ccc(S(=O)(=O)NCC2CCCO2)cc1 (stereo not drawn) | -3% | -4% | 19%
O=C(NNC(=S)Nc1ccc(Br)cc1Cl)c1ccco1 | 2% | 2% | -7%
CCN(CC)c1ccc(S(=O)(=O)N2CCOCC2)cc1NS(C)(=O)=O | -2% | 12% | -6%
CNC(=O)C1CCC(Cn2c(=O)c3sccc3n(CC(=O)Nc3cc(C)cc(C)c3)c2=O)CC1 (stereo not drawn) | -2% | 24% | ·
O=C(Nc1nc2ccccc2[nH]1)c1ccccc1F | ? | 7% | 3%
Cc1nc2ccccc2n1CC(=O)NCCN1CCCC1 | -4% | 1% | 1%
CCSc1nc(C(F)(F)F)cc(=O)n1-c1ccccc1 | 2% | -4% | -3%
CCCC1=Nc2cc(C(=O)N3CCC(C(=O)OCC)CC3)ccc2Sc2ccccc21 | -10%&-15% | ? | -7%
CC(=O)NC1C(=O)N(CCN2CCOCC2)c2ccc(Cl)cc21 (stereo not drawn) | 0% | ? | 0%
NC(=O)CC[C@H](N)C(=O)O | -4%&-5% | ? | 3%&2%
Cc1nc2ncnn2c(C)c1CCC(=O)NCc1ccco1 | -5% | 5% | 1%
O=C(Nc1ccc2c(c1)OCO2)N1CCCc2ccccc21 | 3% | 3% | 3%
Cc1cc(C(=O)Nn2cnc3ccccc3c2=O)ccc1[N+](=O)[O-] | -4% | 1% | 8%
O=C(NC1CC1)C1=C[C@H](c2ccc(Br)cc2)C[C@H](OCc2ccc(CO)cc2)O1 | -4% | -22% | ?
CCOc1ccc(CCNC(=O)C(CC(C)C)N2Cc3ccccc3C2=O)cc1OCC (stereo not drawn) | -4% | 15% | ·
Cc1ccc(-c2nc(CNC(=O)Nc3ccccc3)c(C)o2)cc1 | 2% | 0% | ·
CCOC(=O)C(C)n1cnc2c(nnn2-c2ccc(F)cc2)c1=O (stereo not drawn) | -19% | 23% | 0%
O=c1c2c3c(sc2nc2sc(CN4CCOCC4)cn12)CCCC3 | 1% | 1% | 10%
CCOC(=O)NC(c1ccccc1)C1CCCCC1=O (stereo not drawn) | -20% | -4% | 6%
COc1ccc(CC(=O)N/N=C/C=C/c2cccc([N+](=O)[O-])c2)cc1OC | 0% | -6% | -1%
C/C(=N\NC(=O)c1cccc(Cl)c1)c1cccc(NC(=O)c2ccco2)c1 | -20% | -6% | 13%
CCOC(=O)c1oc2c(CN3CCN(C)CC3)c(O)ccc2c(=O)c1-c1ccccc1OC | 1% | 21% | -11%
CCc1nnc(NC(=O)CSc2nnc(Cc3cc(=O)[nH]c(=O)[nH]3)n2-c2cccc(OC)c2)s1 | -1% | 7% | -3%
Cc1cccc(NC(=O)C2C3C=CC(O3)C2C(=O)O)c1C (stereo not drawn) | -7% | 6% | -9%
CC1(C)CC(=O)C2=C(C1)OC(N)=C(C#N)C2c1cn(-c2ccccc2)nc1-c1ccccc1 (stereo not drawn) | -9% | -10% | -1%
CCOc1ccc(C(=O)NC(=S)NCCCN2CCOCC2)cc1 | -13% | 22% | -11%
CCC(=O)Nc1ccc(CC)cc1-c1nc2ccccc2n(CC(=O)Nc2ccccc2C)c1=O | -6% | 15% | ·
COc1ccc2[nH]cc(C(O)CN3CCC(C(N)=O)CC3)c2c1 (stereo not drawn) | 1% | 3% | 10%
Cc1cc(C)c(OCC(=O)OCC(=O)NCCC2=CCCCC2)c(C)c1 | -1% | 11% | -1%

Next structures follow:
SMILES | GCN5L2 inh | FEN1 inhibitor | N370S GC
NC(=O)NC(=O)COC(=O)c1ccc(OC(F)F)cc1 | -7% | -6% | -5%
Nc1cccc(C2=Nc3cccc4cccc(c34)N2)c1 | -4% | -3% | 4%
COc1c(C)cc(Br)cc1C(=O)Nc1ccc(-c2nc3ncccc3o2)cc1 | -1% | -3% | ·
Cc1nn(C(=O)c2ccccc2)c(C)c1S(=O)(=O)N1CCOCC1 | -1% | -13% | ·
CCC(=O)OCCCNc1nc(-c2ccc(Cl)cc2)nc2ccccc12 | -8% | -7% | ·
C/C(=N\NC(=O)CCC(=O)Nc1ccc(C)c(C)c1)c1cccs1 | 2% | -2% | -8%
O=C(Nc1nnc(SCc2ccc(F)cc2)s1)c1cccnc1Cl | -1% | -10% | -17%
Cc1cc(C)n2cc(CSc3nnnn3-c3ccccc3)nc2n1 | -9% | -3% | 0%
O=C(CNC(=S)N(Cc1ccc(F)cc1)C1CCCCC1)NCC1CCCO1 (stereo not drawn) | 2% | 1% | 6%
Cc1nc2ccc(NC(=S)NC3CC3)cc2nc1C | 1% | 3% | -3%
N#Cc1ccc(/C=N/NC(=O)c2ccccc2F)cc1 | 4% | 6% | 0%
COc1ccccc1NC(=O)Cn1c(=O)n(Cc2ccccc2)c(=O)c2c3c(sc21)CN(C(C)=O)CC3 | -4% | 20% | ·
CCOC(=O)C1CCN(C(c2cccc(F)c2)c2c(O)cc(C)n(Cc3ccco3)c2=O)CC1 (stereo not drawn) | -7% | 8% | ·
O=C(CSc1ccccc1)N1CCN(c2ccccn2)CC1 | -7% | -1% | 1%
CNc1nc(-c2ccccc2C)nc2ccccc12 | -15% | · | ?
COc1ccc2c(c1)CC(C(=O)Nc1ccc(Cl)cc1)/C(=N/O)O2 (stereo not drawn) | -9% | -1% | -7%
CCOc1ccccc1N1CCN(CC(=O)Nc2nc(C)c(C(=O)N(C)C)s2)CC1 | -3% | 3% | 2%
COc1ccc(CNC(=O)Nc2ccc(C)cc2)cc1 | -5% | -3% | 10%
Cc1ccc2[nH]c3c(N4CCc5ccccc5C4)ncnc3c2c1 | -10% | -10% | 2%[12.8 µM]
Cn1c(SCC(=O)Nc2cc(=O)n(C)c(=O)n2C)nnc1C12CC3CC(CC(C3)C1)C2 | -3% | · | -15%
O=C(COC(=O)c1cnccn1)NC1CCCc2ccccc21 (stereo not drawn) | -4% | 0% | ·
Clc1ccc(/C=N/N2CCN(Cc3ccccc3)CC2)cc1 | -1% | -18% | -22%
O=C(NCc1ccccc1Cl)C(=O)NCC(c1cccs1)S(=O)(=O)c1cccs1 (stereo not drawn) | -6% | 13% | ·
COc1cccc(NC(=S)NC(C)c2ccc(OC)c(OC)c2)c1 (stereo not drawn) | -10% | 7% | -1%
COc1ccc(C(=O)c2c(C)c(CCC#N)n3ccccc23)c(OC)c1 | -18% | -6% | -5%
S=C(NCC1CCCO1)Nc1ccc(Cl)cc1 (stereo not drawn) | -4% | 0% | -17%
COc1ccc(CN(C)CC(=O)Nc2ccccc2-c2ccccc2)c(OC)c1 | ? | -27% | -16%
CCCCCCCCC(=O)N/N=C(\C)c1ccco1 | 1% | -1% | 8%
Cc1ccc(CN(C)C(=O)c2cccc(S(=O)(=O)N3CCCC3)c2)cc1 | 0% | -3% | ·
O=C1/C(=C\c2cccc(O)c2O)SC(=S)N1Cc1ccccc1 | 20µM* | -31% | -8%
COc1ccccc1N/C(=N/S(=O)(=O)c1ccc(C)cc1)c1ccccc1 | -1% | -4% | -8%
COc1cc(OC)cc(C(C(=O)NCc2ccccc2)N(Cc2ccco2)C(=O)c2ccno2)c1 (stereo not drawn) | ? | -15% | -3%
COc1cc(NC(=O)C(C)N2CCN(C(=O)C3CC3)CC2)cc(OC)c1 (stereo not drawn) | -1% | -2% | ·
N#CCC1c2ccccc2CCN1C(=O)Nc1ccc(Cl)cc1 (stereo not drawn) | -1% | 3% | 0%
COc1ccccc1CNC(=O)C1=C(C)C(=O)OC12CCC(C)CC2 (stereo not drawn) | -2% | 2% | 14%
CCOCCCn1c(=N)c(C(=O)NCCN2CCOCC2)cc2c(=O)n3cccc(C)c3nc21 | -7% | 6% | -4%
Cc1ccc(Cl)cc1NC(=O)CCCN1C(=O)c2cccnc2C1=O | -5% | -2% | -4%
CC(=O)Nc1sc(N/N=C/c2ccc(N(C)C)cc2)nc1-c1ccc(C)cc1 | -6% | 38%[activator] | -3%
